From PubChem
PvdQ inh: blocks Pseudomonas aeruginosa PvdQ acylase activity; purified PvdQ acylase, fluorescence plate reader; inhibition, % at 10 µM; 340,000 compounds, 0.063% hits; AID 488965; in the data active means inhibition above about 30%, passing the limit was not always enough; inconclusive means no clear call, values can overlap the other calls;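 further: 0% = vehicle neutral wells and 100% = reference inhibitor wells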
dFosB activator: mouse delta FosB homodimer activation; P13346; purified delta FosB, TAMRA-CDK5 oligo fluorescence polarization; percent of positive-control signal above neutral wells; activation, % at 25 µM; 340,000 compounds, 0.99% hits;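 active means mean activation above about 17%, with every replicate also reaching it, limit read from the data, passing the limit was not always enough; inconclusive means only one of the two conditions met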;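 further: fluorescence polarization rise as delta FosB binds a TAMRA Cdk5 AP-1 oligo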
Target sequence (P13346 whole entry, looked up): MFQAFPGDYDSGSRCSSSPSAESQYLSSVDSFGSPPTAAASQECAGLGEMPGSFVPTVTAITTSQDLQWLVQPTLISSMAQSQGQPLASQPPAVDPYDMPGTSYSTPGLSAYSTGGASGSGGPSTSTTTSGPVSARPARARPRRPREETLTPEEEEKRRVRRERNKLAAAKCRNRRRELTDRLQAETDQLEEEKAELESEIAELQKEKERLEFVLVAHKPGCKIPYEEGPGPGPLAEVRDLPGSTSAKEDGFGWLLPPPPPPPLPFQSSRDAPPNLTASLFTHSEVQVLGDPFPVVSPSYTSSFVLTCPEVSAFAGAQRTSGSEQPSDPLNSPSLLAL
CDK5 p35 inh: CDK5/p35 (human) kinase inhibition; Q00535+Q15078; Recombinant CDK5/p35, ADP-Glo luminescence, 60 min; inhibition, % at 10 µM; 330,000 compounds, 0.01% hits; AID 488839;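 active means highest replicate inhibition of at least 50% and at least 75% of replicates reaching 50%; inconclusive means only one of the two criteria met; inactive means both criteria failed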;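 further: plate controls were DMSO neutral control for no effect and GW8510 at 10 µM for full effect; many of its hits are not listed in these tables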
SR-BI DiI inh: blocks mouse SR-BI lipid uptake from DiI-HDL | Q61009 | ldlA[mSR-BI] CHO cells, DiI-HDL uptake fluorescence, 3 h | inhibition, % at 12.5 µM | 320,000 compounds, 0.96% hits;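 active means mean replicate inhibition of at least 70% and a set share of replicates each scoring 70 or more; inconclusive means meets just one of the two criteria; inactive means fails both criteria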;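 further: 0% = median of neutral control wells and 100% = median of positive control wells; values of inactives mirror those of a sister screen read the other way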
Target sequence (Q61009 whole entry, looked up): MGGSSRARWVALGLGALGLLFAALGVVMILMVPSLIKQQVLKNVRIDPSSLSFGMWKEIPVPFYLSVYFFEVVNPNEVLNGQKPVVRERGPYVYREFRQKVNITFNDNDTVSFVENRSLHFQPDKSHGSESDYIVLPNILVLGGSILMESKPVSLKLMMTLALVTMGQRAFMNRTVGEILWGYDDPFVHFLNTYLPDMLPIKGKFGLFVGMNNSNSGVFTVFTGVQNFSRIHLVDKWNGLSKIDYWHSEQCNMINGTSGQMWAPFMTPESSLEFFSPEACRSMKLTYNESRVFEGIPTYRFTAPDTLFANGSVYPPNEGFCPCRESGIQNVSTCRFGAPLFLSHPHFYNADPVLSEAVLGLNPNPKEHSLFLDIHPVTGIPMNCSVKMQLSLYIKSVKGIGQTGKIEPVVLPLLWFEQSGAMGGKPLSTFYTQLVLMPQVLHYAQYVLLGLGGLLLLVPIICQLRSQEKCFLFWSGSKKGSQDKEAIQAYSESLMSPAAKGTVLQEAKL
NSD2 inh: blocks human histone methyltransferase NSD2; O96028; NSD2 peptide methylation, AlphaScreen, 120 min; inhibition, % at 12.5 µM; 310,000 compounds, 0.54% hits; in the data active means inhibition above about 50%
HTR5A inv ag: inverse agonist of human HTR5A in OPRM1-OPRD1 counter-screen; P47898; inhibition, % at 9.3 µM; HTR5A cell line, luminescence, inverse agonism; 340,000 compounds, 0.083% hits; AID 504634; in the data active means inhibition mostly above about 23%, no sharp cut-off; inactive means mostly below about 18%;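 further: 0% = cells with DMSO and 100% = no-cell wells with DMSO; some compounds called inactive have numbers as strong as hits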
V-ATPase pHluor: alters yeast V-ATPase proton transport; S. cerevisiae, pHLuorin cytosolic pH fluorescence; response, % at 10 µM; 350,000 compounds, 0.37% hits; AID 504577; in the data active means response mostly above about 7.3%, no sharp cut-off; inactive means mostly below about 5.4%; further: actives read high; inactives centre near 0; some compounds called inactive have numbers as strong as hits; reference of the scale not given here
Wnt bcat act: activators of Wnt/beta-catenin signaling; Wnt/beta-catenin reporter cell assay, activator, plate reader; 300,000 compounds, 1.2% hits; activation, % at 9.35 µM; in the data active means activation above about 30%, passing the limit was not always enough; inconclusive means no clear call, values can overlap the other calls;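 further: 0% = neutral control wells and 100% = positive control wells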
HTR5A ag: HTR5A agonism, opioid heterodimer counter-screen; HTR5A agonist assay, luminescence, cell-based; activation, % at 9.3 µM; 340,000 compounds, 0.61% hits; AID 504692; in the data active means activation mostly above about 9.5%, no sharp cut-off; inactive means mostly below about 7.6%;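 further: 0% = cells with vehicle only and 100% = reference agonist; strong numbers were not always called active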
MITF act: increases MITF-driven TRPM1 promoter luciferase signal; SK-MEL-5 TRPM1-promoter luciferase, 24 h; % of positive control, neutral wells = 0; 300,000 compounds, 0.75% hits; AID 588334; activation, % at 12.5 µM;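 active means mean activation of at least 80% with every replicate also reaching 80%; inconclusive means mean reaches 80% but some replicate falls short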;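 further: 0% = neutral control wells and 100% = parthenolide positive control wells; values of inactives mirror those of a sister screen read the other way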
* marks the source's active call; other numbers are inactive results; ? = inconclusive; . = no result given.

SMILES	PvdQ inh	dFosB activator	CDK5 p35 inh	SR-BI DiI inh	NSD2 inh	HTR5A inv ag	V-ATPase pHluor	Wnt bcat act	HTR5A ag	MITF act
O=C(NCC(O)c1ccccc1)c1cccc(S(=O)(=O)N2CCOCC2)c1 (centres undefined)	-11.5	-5.8	-0.2	-15.0	-1.1	5.3	1.7	.	0.3	14.4
Cc1ccc(C)c(S(=O)(=O)N2CCCC2CNC(=O)C(=O)NCc2ccccc2)c1 (centres undefined)	-12.1	-6.1	-1.8	3.5	-1.4	5.3	3.1	0.4	-2.1	-4.2
COc1ccc(NC(=O)C2CC(=O)n3c(nc4ccccc43)N2)cc1 (centres undefined)	-3.1	34.5*	-4.4	-9.4	-2.1	-1.4	6.1	3.2	0.5	0.6
c1ccc(C2C3=C(CCCC3)Nc3ncnn32)cc1 (centres undefined)	-12.3	-2.2	-1.0	-1.1	1.3	-8.0	-0.3	.	-1.0	0.0
Cc1cc(NC(=O)C(C)SCC(=O)OCC(=O)N(Cc2ccccc2)C(C)(C)C)no1 (centres undefined)	-1.8	-10.1	-1.6	-13.8	-2.4	-14.1	-2.4	-1.7	0.8	-4.5
Cc1cccc(CSC2=NCCN2C(=O)c2ccco2)c1	-5.0	-2.0	0.8	-4.1	.	-1.4	4.3	-2.2	0.5	14.8
Cc1ccnc(Sc2nc3c(c(=O)[nH]c(=O)n3C)n2CCCc2ccccc2)n1	-15.8	-10.7	-0.4	-4.8	.	-22.9	-3.3	0.2	-1.9	.
O=C(NCCc1ccncc1)Nc1ccccc1Cl	-11.2	-1.2	-0.8	-15.0	-3.3	7.7	1.3	1.4	-3.0	7.1
CN1CCN(C(=S)Nc2ccc(Oc3ccccc3)cc2)CC1	-15.0	-5.8	-0.3	-39.6	0.8	-7.0	-4.7	-4.2	2.5	3.1
COC(=O)c1cc(C(=O)N(Cc2ccccc2)c2ccccn2)cc([N+](=O)[O-])c1	-9.6	-5.8	1.9	2.5	1.1	-0.7	-2.0	-1.6	0.3	-14.7
COc1cc2c(cc1OC)C(Nc1ccc(S(N)(=O)=O)cc1)=NC(C)(C)C2	-11.0	-4.4	-0.7	-34.3	-2.8	8.7	3.2	0.4	-5.9	-10.4
COCCNC(=O)c1c(N)n(CCCn2ccnc2)c2nc3ccccc3nc12	-48.9	-2.2	-0.9	1.1	.	6.1	3.2	-4.9	3.3	-7.6
CNC(=O)C(C)NS(=O)(=O)c1ccc(F)cc1 (centres undefined)	-8.8	-1.5	1.4	-30.1	0.6	-10.3	-5.4	.	-1.3	-8.9
COc1ccc(/C(N)=N/OC(=O)CC2CCCCC2)cc1	-4.7	-2.7	2.7	-3.6	.	-6.2	1.5	17.7	1.7	37.3
CN(C)CCN(Cc1ccccc1)c1nccc(N(C)C)c1C#N	-14.3	-4.1	0.7	-4.1	.	2.1	4.5	-0.4	2.4	6.3
COC(CNC(=O)c1c[nH]c2ccc(S(=O)(=O)N3CCC4(CC3)OCCO4)cc2c1=O)OC	-9.4	-13.9	-0.6	-18.5	25.0	3.0	-1.3	.	1.2	2.7
O=C(NCC1CCCN(C2Cc3ccccc3C2)C1)c1cccs1 (centres undefined)	-12.6	-5.8	-0.3	-15.1	13.4	-2.2	-0.4	0.1	0.6	-0.3
CCCCn1c(N)c(N(CCOC)C(=O)COC(=O)COc2ccc(CC)cc2)c(=O)[nH]c1=O	-7.3	3.7	0.6	46.3	24.9	16.9	5.2	-1.9	-6.5	2.0
CCOC(=O)c1c(-c2ccccc2)oc2ccc(O)c(CN3CCN(C)CC3)c12	-14.2	-8.0	1.5	-11.8	6.7	6.6	-0.9	-1.0	0.0	-16.1
Cc1oc2cc3oc(=O)c(CCC(=O)NCCN4CCOCC4)c(C)c3cc2c1C	4.6	-7.8	-0.8	39.6	.	-12.7	-0.4	-0.6	3.9	21.1

Structures listed so far that have four or more nitrogen atoms (six):
SMILES	PvdQ inh	dFosB activator	CDK5 p35 inh	SR-BI DiI inh	NSD2 inh	HTR5A inv ag	V-ATPase pHluor	Wnt bcat act	HTR5A ag	MITF act
COc1ccc(NC(=O)C2CC(=O)n3c(nc4ccccc43)N2)cc1 (centres undefined)	-3.1	34.5*	-4.4	-9.4	-2.1	-1.4	6.1	3.2	0.5	0.6
c1ccc(C2C3=C(CCCC3)Nc3ncnn32)cc1 (centres undefined)	-12.3	-2.2	-1.0	-1.1	1.3	-8.0	-0.3	.	-1.0	0.0
Cc1ccnc(Sc2nc3c(c(=O)[nH]c(=O)n3C)n2CCCc2ccccc2)n1	-15.8	-10.7	-0.4	-4.8	.	-22.9	-3.3	0.2	-1.9	.
COCCNC(=O)c1c(N)n(CCCn2ccnc2)c2nc3ccccc3nc12	-48.9	-2.2	-0.9	1.1	.	6.1	3.2	-4.9	3.3	-7.6
CN(C)CCN(Cc1ccccc1)c1nccc(N(C)C)c1C#N	-14.3	-4.1	0.7	-4.1	.	2.1	4.5	-0.4	2.4	6.3
CCCCn1c(N)c(N(CCOC)C(=O)COC(=O)COc2ccc(CC)cc2)c(=O)[nH]c1=O	-7.3	3.7	0.6	46.3	24.9	16.9	5.2	-1.9	-6.5	2.0

(next part)
SMILES	PvdQ inh	dFosB activator	CDK5 p35 inh	SR-BI DiI inh	NSD2 inh	HTR5A inv ag	V-ATPase pHluor	Wnt bcat act	HTR5A ag	MITF act
O=C(CCC(=O)c1cccs1)NCc1ccccc1	-16.4	-3.3	1.4	-8.4	12.3	-0.5	0.5	-1.4	-2.9	-0.9
CCc1cccc(C)c1NC(=O)CO/N=C(\C)c1cc2ccccc2o1	-7.2	-5.8	-3.8	20.2	-1.1	14.9	-2.3	-1.8	-0.9	10.8
O=C(O)c1nn(Cc2nc3ccccc3o2)c(=O)c2ccccc12	-12.8	-17.6	1.1	-5.8	-3.0	-12.8	-0.9	0.6	-0.5	-14.7
C/C(=N\NC(=O)C(N)=O)c1ccc(O)cc1O	-12.4	6.4	0.2	-38.5	-7.1	-1.7	1.6	-1.4	0.6	-9.0
Cc1c(C(=O)NCCCN2CCOCC2)oc2c1C1(CCC2)SCCS1	5.1	-8.4	-0.8	-18.8	.	22.0	-1.6	.	-2.7	16.7
CSc1oc(-c2ccccc2)nc1C(N)=O	-4.3	-0.1	0.4	1.5	2.9	-0.5	-0.3	-1.0	-1.6	-1.5
COc1ccccc1NC(=O)CN1CCN(CC(=O)Nc2ccccc2F)CC1	2.5	-1.6	-0.9	.	-3.4	-10.9	0.1	-0.2	3.9	-11.4
COc1ccc(OC)c(C2C3=C(CCCC3=O)NC3=C2C(=O)CCC3)c1	3.8	4.4	-1.2	-40.3	20.9	-3.0	-2.1	.	0.8	-2.5
Cc1ccc(-c2nc(CS(=O)CC(=O)NC3CCCC(C)C3C)c(C)o2)cc1 (centres undefined)	4.1	-0.6	0.1	7.3	4.5	-22.9	-8.9	0.6	-1.6	-3.1
O=C(Nc1ccccc1-c1ccccc1)c1ccco1	-11.3	7.1	1.2	-15.6	.	-3.8	-0.1	-4.6	-1.1	-8.6
O=S(=O)(Nc1nc2ccccc2nc1Cl)c1ccc(Cl)cc1	-10.6	-4.0	-0.9	-4.5	-1.6	-23.3	3.3	2.7	5.8	-5.8
COc1ccc(-c2nc(C#N)c(NCCN(C)C)o2)cc1	-8.2	0.0	0.8	-27.7	.	-11.0	3.7	2.0	4.3	7.2
CC(=O)N1CCN(C(=O)c2cc(S(=O)(=O)Nc3ccc(S(C)(=O)=O)cc3)ccc2Cl)CC1	-6.5	8.3	-0.5	-43.0	7.9	13.0	-1.8	-0.7	-5.3	-3.6
Cc1ccc(/C=N/NC(=O)c2c(-c3ccccc3)noc2C)o1	-4.0	-7.2	-1.1	-6.5	0.7	6.7	-2.3	0.6	-1.4	-6.2
Cc1c(-c2cc(C(=O)O)c3ccccc3n2)cnn1C	-8.4	2.2	2.5	-29.4	47.2	5.3	-0.1	-1.8	-2.0	-13.3
O=C(O)c1cccc(NS(=O)(=O)c2ccc3nnn(O)c3c2)c1	-7.4	1.2	0.2	-36.4	27.7	10.3	0.7	.	0.9	3.2
CCOc1cc(/C=N/NC(=O)C(=O)N/N=C/c2ccc(O)c(OCC)c2)ccc1O	-4.0	2.4	-0.4	-8.4	-3.0	2.5	-4.5	-0.3	-0.7	.
O=C(N/N=C/c1ccc2c(c1)OCO2)c1ccc(NC(=O)c2ccc(F)cc2)cc1	1.7	103.1*	0.6	.	1.7	-8.3	0.0	-1.6	2.9	16.7
COc1ccc(C2=NN(C(=O)CSc3nc(=O)n4cc(C)ccc4n3)C(c3ccc(C)cc3)C2)cc1 (centres undefined)	-4.4	11.1	-1.2	13.3	-0.6	-14.9	-0.1	-0.2	5.4	2.7
C/C(=N/NC(=O)c1ccccc1)C1=C(O)CC(C)(C)CC1=O	4.0	-2.8	-2.3	1.3	-0.7	2.8	1.4	1.2	-1.1	8.0
CCOC(=O)C1C2C=CC3(CN(c4ccc(Cl)c(F)c4)C(=O)C13)O2 (centres undefined)	-10.1	-1.5	1.4	5.5	.	18.1	-4.8	-1.9	-6.9	7.0
CCn1c(=O)c(=O)[nH]c2cc(C(=O)N(C)Cc3ccc(OC)c(F)c3)ccc21	-13.6	2.5	2.2	-7.0	1.0	11.8	2.4	-1.5	-3.9	6.0
COc1cccc(NC(=S)N(CCCN2CCCC(C)C2)Cc2cccs2)c1 (centres undefined)	-17.1	-0.5	-0.8	3.3	3.6	9.1	0.1	-1.1	0.2	4.3
CC1(NC(=O)CC(c2ccccc2)(c2ccccc2)c2ccccc2)CCN(Cc2ccc(-c3ccccc3)cc2)C1=O (centres undefined)	-15.0	-5.8	-1.0	47.0	.	8.5	-0.6	-7.2	-0.4	4.4
CC1=CC(C)(C)n2c(O)c(N=NC(N)=S)c3c(C)c(C)cc1c32	-5.0	-10.8	1.2	.	20.7	-6.4	5.0	2.4	0.3	6.1
COC(=O)Cn1c(CN(C)Cc2ccccc2)nc2c1c(=O)n(C)c(=O)n2C	-16.6	-6.2	0.1	-11.5	-5.8	-18.6	-1.9	0.6	5.0	.
CCc1ccc(-c2cnc3ccccc3n2)cc1NC(=O)CNC(=O)c1ccccc1	-7.3	2.7	-0.5	5.6	12.3	17.9	5.2	?	0.5	54.8
CC(C)c1ccc(NC(=O)CCNS(=O)(=O)c2cc(Br)cnc2N)cc1	-10.4	-13.5	2.0	-8.7	-6.0	-15.5	3.8	-3.1	-0.7	-0.7
